Source: PubChem BioAssay (several laboratories)
PPARg SRC-2 ag = PPARgamma-driven SRC-2 recruitment agonism; PPARgamma LBD-SRC-2 recruitment, biochemical; 200,000 tested, 0.34% active; P37231; activation, % at 8 µM; in the data active means activation above about 22%;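 further: 0% = vehicle and 100% = reference agonist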
Target sequence (P37231 whole entry, looked up, the tested form may be a part): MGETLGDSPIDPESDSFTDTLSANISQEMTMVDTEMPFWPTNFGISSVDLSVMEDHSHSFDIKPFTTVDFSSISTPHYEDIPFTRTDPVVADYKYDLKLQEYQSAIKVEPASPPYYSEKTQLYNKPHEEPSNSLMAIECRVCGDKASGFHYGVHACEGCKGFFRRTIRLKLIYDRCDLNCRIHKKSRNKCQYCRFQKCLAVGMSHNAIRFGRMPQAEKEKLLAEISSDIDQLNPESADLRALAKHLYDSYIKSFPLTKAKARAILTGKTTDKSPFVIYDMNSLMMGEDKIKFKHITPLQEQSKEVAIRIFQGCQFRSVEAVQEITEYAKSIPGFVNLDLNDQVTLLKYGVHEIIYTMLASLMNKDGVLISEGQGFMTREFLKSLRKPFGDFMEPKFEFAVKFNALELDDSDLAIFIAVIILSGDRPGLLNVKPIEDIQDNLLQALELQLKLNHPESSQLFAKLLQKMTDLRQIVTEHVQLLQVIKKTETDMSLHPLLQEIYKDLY
PMI activator = phosphomannose isomerase (human) activation. P34949. purified human PMI, coupled resazurin fluorescence, 20 min; hits give high values; 1 = vehicle control, 0 substrate-free wells. activation factor at 20 µM. 190,000 tested, 0.005% active. AID 1214;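 active means activation factor of 2 or more at 20 µM, relative to plate controls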
G6PDH CS = counter-screen for G6PDH assay hits: L. mesenteroides G6PDH inhibition; Purified L. mesenteroides G6PDH, diaphorase/resazurin coupled fluorescence, 45 min; AID 1020; inhibition, % at 5 µM; 200,000 tested, 0.12% active; in the data active means inhibition above about 50%
ROMK mod = modulates human ROMK potassium channel activity; P48048; Tet-inducible ROMK, thallium flux fluorescence; actives lie on both sides; B-score at 10 µM; 130,000 tested, 2% active; AID 1918;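 active means signal ratio slope over the read window, or its plate-corrected B-score, at least 3 SD from the plate mean, either direction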;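 further: B-score of the F/F0 ratio slope over 7 to 12 s after thallium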
Target sequence (P48048 whole entry, looked up): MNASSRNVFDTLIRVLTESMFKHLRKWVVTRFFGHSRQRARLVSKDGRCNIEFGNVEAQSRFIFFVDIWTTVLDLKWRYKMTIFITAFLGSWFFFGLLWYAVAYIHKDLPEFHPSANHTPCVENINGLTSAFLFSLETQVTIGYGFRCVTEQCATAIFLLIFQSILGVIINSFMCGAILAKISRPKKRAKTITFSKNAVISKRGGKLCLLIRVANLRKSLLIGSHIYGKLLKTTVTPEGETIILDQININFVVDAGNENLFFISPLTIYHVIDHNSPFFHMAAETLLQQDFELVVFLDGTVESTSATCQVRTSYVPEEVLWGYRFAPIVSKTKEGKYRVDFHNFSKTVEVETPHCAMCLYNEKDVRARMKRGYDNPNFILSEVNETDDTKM
S1P3 antagonist = S1P3 (human) receptor antagonism | CHO S1P3 NFAT-BLA reporter, FRET fluorescence, antagonist mode | inhibition, % at 4.98 µM | 170,000 tested, 0.27% active;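 active means inhibition above the plate cutoff, the mean inhibition of test wells on that plate plus 3 SD, cut at about 28% in these data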;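 further: cells challenged with S1P at its EC80 of 0.8 µM; blue over green emission ratio from cleaved BLA substrate after 4 h stimulation; 0% = S1P-stimulated wells and 100% = unstimulated DMSO-only wells; some compounds past the cut are filed as inactive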
SRC2 TRFRET art = counter-screen for PPARgamma SRC-2 recruitment agonists: TR-FRET artefact; TR-FRET ratio at 8 µM; AID 1049; 200,000 tested, 0.4% active; hits give high values; in the data active means TR-FRET ratio above about 2000; further: inactives centre near 1500; reference of the scale not given here
PMI act hi M6P = increases human PMI activity with near-saturating mannose 6-phosphate. 190,000 tested, 0.34% active. P34949. coupled PMI enzyme assay, resazurin fluorescence, 20 min; hits give high values; 1 = untreated enzyme, 0 = substrate-free blank. activation factor at 20 µM;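 active means activation factor of 2 or more at 20 µM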
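Technique: Diaphorase-driven resazurin-to-resorufin fluorescence, excitation 544, emission 590 nm | Assay system: Human PMI in coupled enzyme assay | Times: Enzyme reaction with compound 20 min at room temperature | Medium: HEPES-buffered pH 7.4 with magnesium and detergent | Reagent: Mannose-6-phosphate 1.0 mM (near-saturating) plus 0.22 mM NADP+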
Diaph act CS = diaphorase activation or chemical reduction counter-screen; activation factor at 20 µM; 190,000 tested, 0.005% active; AID 1229; Diaphorase/resazurin coupled assay, resorufin fluorescence, 16 min; hits give high values; 1 = vehicle wells, 0 = NADH-free wells;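 active means diaphorase activity raised at least twofold by the compound at 20 µM; inactive means activation factor below 2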
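Measured by – red resorufin fluorescence at 544/590 nm excitation/emission · Test system – Clostridium kluyveri diaphorase, purified enzyme · Incubation – reaction time 16 min, room temperature · Buffer or medium – 50 mM HEPES pH 7.4 with 4.542 mM MgCl2, 0.005% Tween 20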
PPARg SRC-3 ag = PPARgamma-driven SRC-3 recruitment agonism; P37231; biochemical PPARgamma/SRC-3 coactivator recruitment assay; activation, % at 8 µM; 200,000 tested, 0.26% active; AID 731; in the data active means activation above about 23%;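 further: 0% = DMSO and 100% = reference agonist; some compounds past the cut are filed as inactive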
Diaph inh CS = counter-screen for diaphorase-based assays: diaphorase inhibitors and chemical oxidizers | diaphorase resazurin-to-resorufin fluorescence, NADH, 16 min; bacterial (C. kluyveri) enzyme, not human | inhibition, % at 20 µM | 190,000 tested, 0.69% active | AID 1217;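 active means primary screen inhibition at 20 µM above a set limit, cut at about 50% in these data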;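 further: plate controls were DMSO with full reaction for no effect and wells lacking NADH for full effect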
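Test system: diaphorase enzyme from Clostridium kluyveri; amount: diaphorase at 0.14 U/mL in enzyme working solution; detection: fluorescence of resorufin formed from resazurin, Ex 544/Em 590 nm; times: reaction incubation of 16 min at room temperature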
PPARg SRC1 recr = PPARgamma-driven SRC-1 recruitment agonism. P37231. PPARgamma-SRC-1 coactivator recruitment biochemical assay. activation, % at 8 µM. 200,000 tested, 0.41% active. AID 631; in the data active means activation above about 19%;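 further: 0% = DMSO and 100% = reference agonist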
* = called active by the depositor; . = no result given. Not a hit list; overall some 3.3% were active at least once.

Each structure is followed by: G6PDH CS	PPARg SRC-2 ag	ROMK mod	PPARg SRC-3 ag	S1P3 antagonist	PPARg SRC1 recr	SRC2 TRFRET art	PMI act hi M6P	PMI activator	Diaph act CS	Diaph inh CS
COC(=O)C1=C(C)Nc2nnnn2C1c1ccc(Cl)cc1Cl (centres undefined)
  14	-5	.	2	.	1	1506	0.9	0.9	0.9	13
CN(C(=O)CSc1nnc(Cc2cccc3ccccc23)n1N)C1CCS(=O)(=O)C1 (centres undefined)
  8	-5	0.37	-7	.	-6	1468	1	1	0.9	8
CSc1ccccc1C(=O)Nc1cc(C)cc(C)c1
  8	9	.	-14	.	6	1546	0.9	0.9	0.8	15
O=C(O)Cc1ccc(N=Cc2c(O)ccc3ccccc23)cc1
  39	-7	.	5	2	6	1398	0.4	0.7	0.7	30
COc1cccc(CNC(=O)C2CCN(S(=O)(=O)c3ccc(F)cc3)CC2)c1
  19	-5	.	-2	-14	-4	1452	0.9	0.9	0.9	13
CCOCCn1c(SCCCc2ccccc2)nc2c1c(=O)[nH]c(=O)n2C
  5	5	-1.1	9	.	0	1774	0.9	0.9	0.9	12
CN1C(=O)c2ccc(NC(=O)c3c(F)c(F)c(F)c(F)c3F)cc2C1=O
  -23	6	.	2	2	6	1645	1	0.9	0.9	14
CCCCCn1cnc2c(sc3nc4c(cc32)CSC(C)(C)C4)c1=O
  10	0	.	3	-4	0	1517	1	0.9	0.9	14
Cc1nnc(SCC(=O)Nc2cc(-c3cc(C)c(C)cc3C)nn2-c2ccccc2)s1
  -2	4	-0.62	-1	-2	7	1761	0.9	0.9	0.8	23
COc1ccccc1CN1CCCC(C(=O)N(C)Cc2ccccc2)C1 (centres undefined)
  3	-9	.	-4	12	-4	1430	1	0.9	0.9	7
C/C(=N\N=C\c1ccccc1F)c1nnn(-c2nonc2N)c1C
  -45	2	.	-5	-11	-3	1738	1	1	0.9	7
O=C(COC(=O)C1CCN(C(=O)Nc2ccccc2)CC1)NCC(F)(F)F
  3	-5	-0.75	1	-7	3	1751	1	1	1	5
CC1(C)CC(C2N3CC4(C)CN2CC(C)(C3)C4=O)CCO1 (centres undefined)
  1	7	.	-7	-32	-8	1683	0.9	1	0.8	19
O=C(Nc1nc2ccccc2[nH]1)c1cc2ccccc2o1
  12	-3	-1.6	-1	-8	-14	1396	0.7	1	0.9	6
COC(=O)c1sccc1NC(=O)Cc1ccc(OC)cc1
  -1	1	-1.4	0	12	1	1517	1.2	1.1	1	-2
CC1CCCN(CC(=O)N2c3ccccc3Sc3ccccc32)C1 (centres undefined)
  3	2	-0.78	-6	-8	-2	1587	0.9	0.9	0.8	17
Cc1nnc(SCC(=O)O)s1
  12	4	-0.24	1	-13	2	1655	1	1	1.1	-7
O=C(CCS(=O)(=O)c1ccc(Cl)cc1)N1CCN(S(=O)(=O)c2cccs2)CC1
  2	2	.	-5	3	-1	1525	1.1	1.1	1	0
C/C(=N\NC(N)=O)C1CC(CC(C)C)C(=O)O1 (centres undefined)
  -2	3	-0.053	3	-25	4	1655	1.1	1.1	1	-2
COc1ccc(Nc2nc(-c3c[nH]c4ccccc34)cs2)cc1
  26	2	0.37	8	-7	8	1647	0.8	0.8	0.8	21
CCOC(=O)CC1=C(C(=O)OCC)C(c2ccc(OC)cc2OC)C(C#N)=C(N)O1 (centres undefined)
  -4	6	.	-5	18	1	1486	0.8	0.9	0.8	20
CCOc1ccc(/C=N/O)cc1
  -3	-3	0.22	2	.	-3	1443	1.1	0.9	0.9	9
CC1(C)CC(=O)C2=C(C1)OC(N)=C(C#N)C21CCN(Cc2ccccc2)CC1
  4	3	.	-6	.	-5	1480	0.9	1.1	0.8	15
CCC(=O)N1CCN(c2ccc(NC(=O)c3ccc(-c4ccccc4)cc3)cc2)CC1
  -6	-1	.	0	.	10	1567	1	1	0.9	5
Cc1c(Cl)cccc1N1C(=O)C2ON(c3ccccc3)C(c3cccnc3)C2C1=O (centres undefined)
  3	-8	-2.6	5	.	0	1716	0.8	0.9	0.7	32
O=C1c2ccccc2C(=O)N1CCSc1nc2ccccc2c(=O)n1CCCN1CCOCC1
  -2	2	-0.15	-1	-15	4	1606	0.9	0.9	0.9	6
Cc1ccc(-c2cc(C(=O)N3CCN(c4ncccn4)CC3)c3ccccc3n2)cc1
  5	8	0.042	-6	14	6	1740	0.9	1	0.7	26
N#Cc1ccccc1NC(=O)COC(=O)c1ccc2c(c1)OCCO2
  0	-2	0.13	-9	-14	2	1515	1.1	1.1	0.9	6
C/C(=N\NC(=O)c1ccc2c(c1)OCO2)c1ccc2c(c1)OCO2
  -10	-8	0.64	2	-4	-4	1595	1	1.1	1	2
CCn1c(CSc2nccn2C)nc2cc(C(=O)O)ccc21
  15	0	.	-7	-64	-6	1479	0.8	0.9	0.7	27

Next part, overlapping the part above by 4 compounds.
Each structure is followed by: G6PDH CS	PPARg SRC-2 ag	ROMK mod	PPARg SRC-3 ag	S1P3 antagonist	PPARg SRC1 recr	SRC2 TRFRET art	PMI act hi M6P	PMI activator	Diaph act CS	Diaph inh CS
Cc1ccc(-c2cc(C(=O)N3CCN(c4ncccn4)CC3)c3ccccc3n2)cc1
  5	8	0.042	-6	14	6	1740	0.9	1	0.7	26
N#Cc1ccccc1NC(=O)COC(=O)c1ccc2c(c1)OCCO2
  0	-2	0.13	-9	-14	2	1515	1.1	1.1	0.9	6
C/C(=N\NC(=O)c1ccc2c(c1)OCO2)c1ccc2c(c1)OCO2
  -10	-8	0.64	2	-4	-4	1595	1	1.1	1	2
CCn1c(CSc2nccn2C)nc2cc(C(=O)O)ccc21
  15	0	.	-7	-64	-6	1479	0.8	0.9	0.7	27
COc1cccc(NC(=O)C(NCC2CCCCC2)c2ccccc2)c1 (centres undefined)
  4	6	0.063	1	.	0	1638	1	0.9	0.9	12
CCOC(=O)C1CCN(C(=O)/C=C/c2ccccc2)CC1
  1	3	-0.91	3	-7	-1	1672	1	1	0.9	6
O=C(NCc1cccc(C(F)(F)F)c1)C1CCN(c2ncccn2)CC1
  8	8	-0.71	3	18	5	1719	1	1.1	0.9	10
O=C(NC1CCCCC1)C1(c2ccccc2)CC1(Cl)Cl (centres undefined)
  2	8	-0.96	10	0	1	1582	1.1	1.1	0.9	6
Cc1ccc(S(=O)(=O)NCc2ccc(C(=O)N3CCN(c4ccccn4)CC3)cc2)cc1
  0	1	.	8	-26	3	1341	1	1	0.9	9
O=C(Nc1ccc2oc(-c3ccncc3)nc2c1)c1c(F)c(F)c(F)c(F)c1F
  -16	-2	0.26	9	-3	48*	1536	1	0.9	0.9	15
COc1ccccc1CC(=O)N(CCC#N)CCC#N
  3	7	.	-9	-8	-4	1621	1.1	1.1	0.9	13
CC(=O)c1cc(F)c(N2CCN(C(=O)COc3ccccc3F)CC2)cc1C
  2	7	.	-3	.	0	1506	0.9	0.9	0.8	15
CC(C)Nc1nc(Cl)nc(NCCOc2ccccc2)n1
  -11	-2	.	6	-1	2	1540	1	0.9	0.9	13
Cc1cc(C)cc(N(C(=O)c2sc(C)nc2C)C(C(=O)NCc2ccco2)c2ccccc2)c1 (centres undefined)
  5	-2	.	-1	.	2	1632	0.8	0.8	0.8	18
CC1=C(C)C(=O)NC(Nc2nc(C)c3cc(C)cc(C)c3n2)N1 (centres undefined)
  .	3	.	6	-6	6	1618	.	.	.	.
CCN1CCN(C(=O)c2ccc3c(c2)S(=O)(=O)c2ccccc2C3=O)CC1
  10	4	1.5*	-2	-17	0	1415	1.2	1.4	1.1	-10
C(=N\n1cnnc1)/c1ccc(OC2CSC2)cc1
  -3	1	.	-4	5	6	1623	0.9	1	0.9	11
CCN(CC)C(=O)Cn1cc(C(=O)C(=O)N2CCCc3ccccc32)c2ccccc21
  7	-4	.	0	4	5	1642	1	0.9	0.9	8
O=S(=O)(NCc1cccnc1)c1cc(Cl)ccc1Cl
  1	3	0.53	10	3	-2	1579	1	1	0.9	11
C=CCNCCCCOc1ccccc1
  7	-1	.	-1	1	4	1464	1	1	1.1	-6
COc1ccc(C(=O)Nc2nccs2)cc1OC
  2	2	0.4	-4	-3	3	1393	1	1	1	-4
Nc1ccccc1-c1nnc(SCc2ccccc2Cl)[nH]c1=O
  -4	0	-2.3	-4	.	-7	1411	1	0.9	0.8	17
CC(=O)NNC(=O)CCn1nnc2ccccc21
  3	7	-0.11	3	-7	6	1685	1	1	1	5
Cc1ccc(NC(=O)CSC2=C(C#N)C(c3ccc4c(c3)OCO4)C3=C(CCCC3=O)N2)c(C)c1 (centres undefined)
  11	2	.	15	4	7	1605	1.5	1	0.6	40
